# RAM inhibit – blocks the yeast RAM network | inhibition, % at 50 µM | 190,000 compounds, 1.8% hits | S. cerevisiae dse1pr::URA3 reporter, 5-FOA growth OD615, 2 d; analog-sensitive cbk1-as2 kinase mutant strain;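 active means inhibition above a set limit, 3 SD over mean compound inhibition, cut at about 8.4% in these data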;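 further: 0% = DMSO-only wells with no growth and 100% = 10 µM 1-NA-PP1 full growth; inhibition rescues growth on 5-FOA so higher OD means more RAM inhibition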
# bIAP inh – blocks bovine intestinal alkaline phosphatase activity. purified bovine IAP, CDP-star luminescence, 30 min. inhibition, % at 20 µM. 190,000 tested, under 10 active. AID 1019;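 active means over 50% inhibition of intestinal alkaline phosphatase at 20 µM in the single-dose screen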
#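 Assay system: bovine IAP enzyme; medium: DEA buffer 100 mM, pH 9.8, with MgCl2 1.0 mM, ZnCl2 0.02 mM; doses: 20 µM single dose; incubation: enzyme reaction for 30 min at room temperature; detection: CDP-star luminescence signal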
# Redox H2O2 prof – compounds producing H2O2 with reducing agent – biochemical, NIH compound library profiling, artefact control for MLSCN library redox annotation, primary screen. AID 878. activation, % at 10 µM. DTT-dependent redox cycling H2O2, phenol red/HRP absorbance; 100% = 100 µM peroxide control, 0% = buffer. 200,000 compounds, 0.03% hits;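 active means activation of at least 50% relative to the plate's high and low controls in the primary single-dose screen; inactive means activation below 50%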;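 further: compound incubated with DTT at 0.8 mM final as the reducing agent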
# Lmaj promast – Leishmania major promastigote growth inhibition | 200,000 compounds, 9% hits | Leishmania major promastigotes, resazurin fluorescence viability | inhibition, % at 10 µM; in the data active means inhibition above about 50%;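 further: promastigotes grown with compound for 44 hours at 28 °C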
# HMGR II inh – inhibitors of class II HMG-CoA reductase from Enterococcus faecalis; purified E. faecalis HMGR, NADPH absorbance 340 nm kinetic; inhibition, % at 10 µM; 190,000 compounds, 0.41% hits; AID 1066;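 active means inhibition above a set limit, the median over all tested compounds plus 3 SD, cut at about 9.5% in these data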;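 further: enzyme runs in reverse so mevalonate oxidation gives rising NADPH absorbance; 0% = complete reaction with DMSO and 100% = background rate lacking mevalonate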
# PPARg SRC3 recr – promotes SRC-3 coactivator recruitment by human PPARgamma | biochemical PPARgamma/SRC-3 coactivator recruitment assay | activation, % at 8 µM | 200,000 compounds, 0.26% hits | AID 731; in the data active means activation above about 23%;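 further: 0% = DMSO and 100% = reference agonist; some compounds past the cut are filed as inactive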
# Target sequence (P37231 whole entry, looked up): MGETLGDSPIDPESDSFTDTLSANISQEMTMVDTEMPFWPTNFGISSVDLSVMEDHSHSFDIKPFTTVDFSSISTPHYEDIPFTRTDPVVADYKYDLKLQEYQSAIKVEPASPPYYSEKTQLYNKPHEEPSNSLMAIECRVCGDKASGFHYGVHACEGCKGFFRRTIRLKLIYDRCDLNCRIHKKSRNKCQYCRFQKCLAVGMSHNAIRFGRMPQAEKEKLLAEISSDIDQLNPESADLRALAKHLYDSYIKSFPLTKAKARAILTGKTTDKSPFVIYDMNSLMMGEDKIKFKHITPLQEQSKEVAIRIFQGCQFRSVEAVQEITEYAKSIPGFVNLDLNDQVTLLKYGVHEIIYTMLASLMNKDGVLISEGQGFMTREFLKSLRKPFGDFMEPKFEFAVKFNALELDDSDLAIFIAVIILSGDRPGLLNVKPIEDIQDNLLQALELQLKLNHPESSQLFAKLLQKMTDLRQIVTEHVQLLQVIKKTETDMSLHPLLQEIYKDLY
# TR-FRET SRC-2 ct – TR-FRET artefact, counter-screen to PPARgamma/SRC-2 agonist assay; hits give high values; TR-FRET ratio at 8 µM; AID 1049; 200,000 compounds, 0.4% hits; in the data active means TR-FRET ratio above about 2000; further: inactives centre near 1500; reference of the scale not given here
# PPARg SRC2 recr – PPARgamma-driven SRC-2 recruitment agonism. activation, % at 8 µM. PPARgamma LBD-SRC-2 recruitment, biochemical. AID 1032. 200,000 compounds, 0.34% hits. P37231; in the data active means activation above about 22%;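 further: 0% = vehicle and 100% = reference agonist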
# S1P3 antag – blocks the human S1P3 receptor. inhibition, % at 4.98 µM. CHO S1P3 NFAT-BLA reporter, FRET fluorescence, antagonist mode. Q99500. 170,000 compounds, 0.27% hits;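 active means inhibition above the plate cutoff, the mean inhibition of test wells on that plate plus 3 SD, cut at about 28% in these data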;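 further: cells challenged with S1P at its EC80 of 0.8 µM; blue over green emission ratio from cleaved BLA substrate after 4 h stimulation; 0% = S1P-stimulated wells and 100% = unstimulated DMSO-only wells; some compounds past the cut are filed as inactive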
# ROMK primary – modulators of human ROMK potassium channel. P48048. Tet-inducible ROMK, thallium flux fluorescence; actives lie on both sides. B-score at 10 µM. 130,000 compounds, 2% hits. AID 1918;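 active means signal ratio slope over the read window, or its plate-corrected B-score, at least 3 SD from the plate mean, either direction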;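 further: B-score of the F/F0 ratio slope over 7 to 12 s after thallium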
# Target sequence (P48048 whole entry, looked up): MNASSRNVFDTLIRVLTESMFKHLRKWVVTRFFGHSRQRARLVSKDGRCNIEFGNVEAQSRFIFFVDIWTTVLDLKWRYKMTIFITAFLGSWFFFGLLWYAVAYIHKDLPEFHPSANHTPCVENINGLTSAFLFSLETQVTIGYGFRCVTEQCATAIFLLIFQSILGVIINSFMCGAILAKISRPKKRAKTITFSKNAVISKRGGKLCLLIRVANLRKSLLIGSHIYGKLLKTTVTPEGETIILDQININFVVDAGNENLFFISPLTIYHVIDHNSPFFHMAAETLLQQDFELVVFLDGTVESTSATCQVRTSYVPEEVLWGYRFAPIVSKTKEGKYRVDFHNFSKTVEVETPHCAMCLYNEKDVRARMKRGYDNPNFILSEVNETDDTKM
# PPARg SRC1 recr – PPARgamma-driven SRC-1 recruitment agonism. PPARgamma-SRC-1 coactivator recruitment biochemical assay. 200,000 compounds, 0.41% hits. activation, % at 8 µM. P37231; in the data active means activation above about 19%;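 further: 0% = DMSO and 100% = reference agonist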
# Active calls of the source: *; · = not tested or not shown. Outcome played no part in choosing rows; 13% or so of the library scored in one or more.
SMILES,RAM inhibit,bIAP inh,Redox H2O2 prof,Lmaj promast,HMGR II inh,PPARg SRC3 recr,TR-FRET SRC-2 ct,PPARg SRC2 recr,S1P3 antag,ROMK primary,PPARg SRC1 recr
COc1cc(CCN2C(=O)N[C@@H](c3cccc(C(F)(F)F)c3)C(C(C)=O)=C2C)cc(OC)c1OC,-1.1,-5,-0.7,11,-7,2,1445,6,-8,2.8,7
CCCc1cc(=O)[nH]c(SCC(=O)NCCCC(=O)OCC)n1,1.7,-3,2.5,-10,-3,-6,1535,0,·,·,-6
CC(=O)c1ccc(NC(=O)CCn2c(=O)oc3ccccc32)cc1,2.0,9,-0.9,-2,-2,3,1533,-1,-22,-0.35,11
Cc1ccnc(SCC(=O)Nc2c(C)n(C)n(-c3ccccc3)c2=O)n1,1.5,16,0.0,-2,-3,5,1678,9,·,0.24,5
CN(Cc1ccccc1)c1ncnc2c1cnn2-c1ccccc1,-1.0,6,1.0,9,1,7,1668,3,·,·,3
CCN1CCN(c2ccc([N+](=O)[O-])c(Sc3nc4ccccc4[nH]3)c2)CC1,0.9,25,0.0,15,-3,-1,1472,3,-15,·,3
NNC(=O)COc1ccc(C(F)(F)F)cc1,-0.8,3,-1.6,-1,-1,2,1534,5,5,0.14,0
CCOC(=O)c1[nH]c2ccc(OC)cc2c1NC(=O)c1cccc(OC)c1,0.0,3,-3.6,44,3,-1,1589,8,·,·,-1
COc1ccc(O)c(C(=O)c2cc(C#N)c(=O)n(-c3c(C)n(C)n(-c4ccccc4)c3=O)c2)c1,0.7,29,0.6,-7,1,5,1678,3,-11,·,7
O=C(Nc1ccc(F)cc1F)N1CCC(c2nc3ccccc3o2)CC1,-0.6,13,1.5,-1,-6,5,1658,4,-1,-1.8,4
O=C(CSc1n[nH]c(=O)[nH]c1=O)Nc1cccc(S(=O)(=O)N2CCOCC2)c1,2.1,6,-0.4,5,-5,4,1578,3,-22,-0.31,8
COC(=O)CCc1c(C)[nH]c(C(=O)OCc2ccccc2)c1C,0.7,7,-0.8,9,-6,0,1436,-6,·,0.89,2
COc1ccc(/C=N/NC(=O)CSc2nnc(CCCc3ccc(OC)c(C)c3)o2)cc1,10*,10,0.2,12,4,-7,1689,3,·,-0.069,-3
COc1ccc(-c2nc(=S)n3ccsc3n2)cc1OC,1.8,-3,-0.9,5,-4,2,1712,1,-20,0.35,9
c1ccc(-c2nc(-c3ccco3)n3ccccc23)cc1,1.6,2,0.3,23,-4,10,1623,7,3,-1.9,8
Cc1ccc(C)c(N2CCN(c3ccc(N4C(=O)COCC4=O)cc3[N+](=O)[O-])CC2)c1,1.8,-3,0.4,44,-4,4,1649,-4,-2,0.4,-6
OC(COc1c(F)cc(Br)cc1F)CN1CCN(c2ccc(F)cc2)CC1 (stereo not drawn),-0.3,-10,0.7,87*,1,5,1459,4,-68,·,-11
C=CCn1cc(C(=O)NCCOC)c(=O)c2cc(S(=O)(=O)N(CC)CC)ccc21,-0.5,-4,0.9,1,-5,1,1687,8,-44,·,3
CCN1CCN(c2nc(-c3ccncc3)nc3ccccc23)CC1,0.6,5,-3.2,100*,0,4,1691,2,·,·,7
CCOc1ccc(CCNC(=O)C(CCC(N)=O)NC(=O)OCc2ccccc2)cc1OCC (stereo not drawn),2.4,-13,-0.6,-1,-1,2,1571,2,-19,0.048,-2

# The last two records of the section above come first, to join the parts.
SMILES,RAM inhibit,bIAP inh,Redox H2O2 prof,Lmaj promast,HMGR II inh,PPARg SRC3 recr,TR-FRET SRC-2 ct,PPARg SRC2 recr,S1P3 antag,ROMK primary,PPARg SRC1 recr
CCN1CCN(c2nc(-c3ccncc3)nc3ccccc23)CC1,0.6,5,-3.2,100*,0,4,1691,2,·,·,7
CCOc1ccc(CCNC(=O)C(CCC(N)=O)NC(=O)OCc2ccccc2)cc1OCC (stereo not drawn),2.4,-13,-0.6,-1,-1,2,1571,2,-19,0.048,-2
COc1ccc(NC(=O)C2CCCN(S(=O)(=O)c3ccc4c(c3)oc(=O)n4C)C2)cc1OC (stereo not drawn),2.8,-3,-1.1,-3,-10,-6,1515,-4,·,·,-3
COc1cc(Cl)c(C)cc1NC(=O)CSc1cc(Cl)ccc1Cl,5.2,7,1.0,-1,-1,-5,1468,8,1,·,12
CC(C)(C)C(=O)NCCCc1nc2ccccc2n1CCCOc1ccc(Cl)cc1,2.1,-9,1.5,20,-1,5,1584,6,·,·,1
O=C(Nc1ccc(F)cc1)N1CCN(c2ccc(F)cc2)CC1,1.0,1,-1.0,0,4,4,1655,6,-14,-0.44,8
CCn1c(-c2cc(-c3ccc(C)c(C)c3)nc3ccccc23)n[nH]c1=S,-0.4,10,0.7,33,-6,6,1433,6,-2,0.28,4
COc1ccccc1CNC(=O)COC(=O)Cc1cccs1,0.6,-8,-1.7,-6,2,1,1531,-1,-4,-0.17,0
CCN(CC)S(=O)(=O)c1cc(NC(=O)COC(=O)CCc2nc3ccccc3s2)ccc1C,7.7,7,-0.9,-6,5,3,1639,6,·,0.29,-2
C/C(=N\NC(=O)Cc1ccc(F)cc1)c1ccc(O)cc1,0.9,8,0.4,-7,2,0,1563,3,6,-0.77,10
COc1cccc(/C=C/C(=O)OCC(=O)NCCc2ccccc2)c1,2.9,-5,0.0,-8,2,-1,1642,4,-19,·,2
O=C(CCc1nc2ccccc2s1)Nc1cccnc1,0.9,-14,-0.4,-4,0,-2,1568,1,-7,0.12,0
O=c1c(Cc2ccccc2)c(O)ccn1Cc1ccco1,0.8,8,-0.2,-7,-8,0,1443,-3,-13,-0.98,2
CCN1C(=O)CC(N2CCC(C(=O)OC)CC2)C1=O (stereo not drawn),1.4,9,-0.4,-6,-4,1,1647,1,-6,1.2,6
Cc1cccc(N2CCN(C(=S)c3ccc([N+](=O)[O-])cc3)CC2)c1,3.2,6,2.9,-11,5,2,1550,0,-7,0.84,2
O=C(CN1CCOc2ccccc21)NCc1ccc(Cl)cc1,0.7,0,0.3,-4,-2,-2,1404,-3,0,-0.7,-7
c1csc(-c2cnc3ccccc3n2)c1,1.4,8,-2.2,-5,-5,2,1598,3,4,·,6
Cc1cc(C)cc(C(=O)NCC(=O)OCC(=O)N(C)c2ccccc2)c1,0.8,-19,-0.5,3,-3,3,1793,10,-23,-1.1,4
CC1(C)NC(=O)N(CCOCCOc2cccc(Oc3ccccc3)c2)C1=O,1.4,-2,-0.8,-8,-1,10,1721,-6,16,·,-2
C#CCNC(=O)C1=C[C@@H](c2ccccc2)[C@H](CCCO)[C@@H](OCC)O1,-0.8,-11,-1.5,-3,-2,4,1829,2,-16,·,-2
CC(=O)C1=C(O)C(=O)N(CC#N)C1c1cccs1 (stereo not drawn),1.0,12,2.2,-3,7,5,1412,-2,·,·,-1
Cn1c(SCC(=O)c2ccccc2)nnc1-c1cccnc1,0.7,-5,-4.7,3,0,20,1879,8,·,·,2
Clc1ccc(OCCSc2nnnn2C2CCCCC2)cc1,3.3,14,1.2,-3,-9,2,1406,2,·,·,-2
CC(=NCc1ccco1)C1=C(O)c2ccccc2C1=O,0.7,7,-0.3,-3,0,8,1423,4,4,·,-1
O=c1[nH]c2ccccc2cc1CN(c1ccccc1)S(=O)(=O)c1ccccc1,-0.1,-31,0.0,-5,-7,-1,1462,-3,4,·,-6
Cc1cc(C)c(C(=O)CSc2nnc(-c3cccnc3)n2C)c(C)c1,1.5,8,2.2,-14,-6,8,1674,12,·,0.088,2
CCOc1ccc(CNC(=O)CCS(=O)(=O)Cc2ccc(C)cc2)cc1OC,2.9,13,-0.1,-9,3,-1,1654,5,-5,0.36,4
CNc1cccccc1=S,2.5,-5,1.2,10,3,1,1599,5,-25,0.37,0
Clc1ccc2[nH]c3c(c2c1)CCc1cn[nH]c1-3,1.4,0,0.0,54*,-6,19,1592,10,23,·,6
N#C/C(=C\c1ccc(-c2ccc(C(=O)O)cc2)o1)c1nc2ccccc2[nH]1,4.2,26,0.1,-7,1,2,1406,3,9,·,3
CCOC(=O)C1=C(C)N=c2s/c(=C\c3ccncc3)c(=O)n2C1c1ccc2c(c1)OCO2 (stereo not drawn),2.2,3,-2.0,99*,1,-1,1530,4,·,·,6
CCOc1ccccc1C(=O)NC(C(=O)Nc1cccnc1)C(C)C (stereo not drawn),0.5,-11,-3.0,17,-1,5,1549,-1,-16,-0.048,3
Cc1nnc(NC(=O)CSc2nc3[nH]ncc3c(=O)[nH]2)s1,2.9,1,-0.7,7,4,0,1561,1,-6,-0.23,8
Cn1cc(C(=O)Nc2ccc(Cl)cc2)c(C(F)(F)F)n1,-1.1,12,-1.1,-4,0,-4,1510,5,-9,-0.0096,5
COc1ccc(OCCOCCN2CCOCC2)cc1,0.0,-3,0.0,-1,1,-1,1474,4,·,0.16,-1
Nc1nonc1C(=O)NCCN=Cc1ccccc1O,3.0,-9,2.2,-1,1,-4,1554,4,·,·,-5
c1cncc(-c2nnc3n2C2(CCCCC2)Cc2ccccc2-3)c1,1.7,-3,-8.1,-1,-2,5,1727,5,·,-0.6,-1
CN(C)c1ccnc(Nc2ccccc2)c1C#N,0.5,1,-0.8,-4,-2,-2,1483,1,-11,·,3
c1ncn(C23CC4CC(CC(C4)C2)C3)n1,0.4,24,0.1,-6,3,0,1729,2,-2,1,1
O=C(CN1CCOCC1)Nc1ccc(C2CCCCC2)cc1,2.5,-5,-0.5,1,-4,15,1614,5,12,·,3
Cc1cc2c(cc1C)[n+](C)cn2CC(O)COCc1ccccc1 (stereo not drawn),0.0,29,1.5,-3,1,1,1494,14,·,·,4
CCOC(=O)C1CCN(C(=O)c2ccc3snnc3c2)CC1,1.4,13,1.3,-5,0,9,1501,3,-19,·,7
COc1cccc(N(C(=O)Cn2nnc(-c3ccc(C)cc3)n2)C(C(=O)NC(C)(C)C)c2c[nH]c3ccccc23)c1 (stereo not drawn),5.0,-11,2.1,20,0,0,1499,1,·,·,-1
CCOC(=O)C(C)N1N=C(/C=C/c2ccc(OC)cc2)CCC1=O (stereo not drawn),-1.1,-8,1.9,-3,-4,-4,1480,-1,·,·,5
O=C(CCCn1c(=S)[nH]c2ccccc2c1=O)N1CCN(c2cccc(Cl)c2)CC1,5.2,4,2.2,-5,-4,-6,1559,-1,·,·,4
COc1ccc(S(=O)(=O)N2CCC(C(=O)NCc3ccco3)CC2)cc1,1.5,4,0.1,-8,-6,8,1670,11,-21,·,4
CCN(CC)S(=O)(=O)c1ccc2oc(C(=O)N3CCOCC3)c(C)c2c1,0.6,4,3.3,0,-3,8,1710,2,·,·,8
c1ccc(-c2n[nH]c3c2CCC3)cc1,1.4,7,0.8,0,-1,0,1681,9,-16,·,2
CC(C)CN(C(=O)COC(=O)c1ccc2ccccc2n1)C1CCS(=O)(=O)C1 (stereo not drawn),0.5,-21,-0.9,-3,-1,1,1386,-3,-20,0,-2

# Screens as filed in PubChem.
